Mito fusion yeast: qHTS Assay for Small Molecule Inhibitors of Mitochondrial Division or Activators of Mitochondrial Fusion; S. cerevisiae fusion-defective mutant growth rescue, CellTiterGlo 48 h; Potency, µM (doses to about 46.1 µM), without a hit: at the top dose growth rescue (activation), actives largely listed as activators; hit rate 0.23% among 320,000;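 note: potency is the fitted concentration of half-maximal effect; % of control where 0% means no effect; nearly all actives have a fitted effect of over 45% in size; temperature-sensitive fusion mutants such as fzo1-1 at 37 °C on non-fermentable ethanol glycerol medium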
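Temperature-sensitive fusion-defective S. cerevisiae (e.g. fzo1-1, mgm1-5) were grown with compound in YPEG medium (3% ethanol, 3% glycerol) for 48 hours at 37C. Growth rescue was measured as viability by CellTiterGlo luminescence after 10 minutes at ambient.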
TCR activator: Activators of T cell receptors: qHTS campaign; primary human leukocytes, anti-CD3, IL-2 HTRF, 48 h; Potency, µM (doses to about 9.22 µM), inactives show at the highest dose activation of IL-2 secretion, usual class: activators; 330,000 tested, under 10 active; AID 504894, 2011; note: % of control where 0% means no effect
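1) Mix primary human leukocytes, a-CD3 beads and compound. 2) Incubate 48 hr. 3) Add HTRF IL-2 reagents (a-IL-2-K, a-IL-2-d2).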
A-T KAP1 phos: qHTS Assay for Identifying a Potential Treatment of Ataxia-Telangiectasia. […] A-T fibroblasts, KAP-1 phosphorylation AlphaLISA; neocarzinostatin DNA damage 30 min before lysis. Potency, µM (doses to about 57.5 µM), for inactives: top-dose activation, actives largely listed as activators. hit rate 0.19% among 320,000; note: potency is the fitted concentration of half-maximal effect; % of control where 0% means no effect; nearly all actives have a fitted effect of over 45% in size
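hTERT-immortalized A-T patient fibroblasts ([…]), 500 cells/well in OPTI-MEM, 1% FBS, got compounds for 60 min, then NCS for 30 min at 37C. Lysates were then assayed for phospho-KAP-1 by AlphaLISA (anti-pKAP1 donor, anti-KAP1 acceptor beads), 6 hr at 25C.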
Eya2 phos inh: qHTS Assay for Inhibitors of the Phosphatase Activity of Eya2; Protein phosphatase EYA2 (Homo sapiens), O00167; recombinant Eya2, OMFP fluorescence dephosphorylation (OMFP is methylfluorescein phosphate); Potency, µM (top dose mostly 76.9 µM), inactives show at the highest dose activity, negative = inhibition, actives largely listed as inhibitors; hit rate 0.006% among 330,000; note: potency is the fitted concentration of half-maximal effect; % is set by controls: 0 for no effect and ±100 for the full control effect
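Eya2 protein (added as 0.2 uM solution) was preincubated with compound for 10 min at ambient temperature in 50 mM HEPES pH 7.5, 50 mM NaCl, 5 uM MgCl2, 0.05% BSA, 1 mM DTT. OMFP (added at 50 uM) then reacted 10 min; fluorescence read at 485/525 nm.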
Tb PFK block: qHTS Assay to Find Inhibitors of T. brucei phosphofructokinase; ATP-dependent 6-phosphofructokinase (Trypanosoma brucei brucei), O15648; hit rate 0.17% among 330,000; T. brucei PFK, ADP-Glo luminescence; Potency, µM (series often up to 57.5 µM), for the others: at the top dose activity, negative = inhibition, actives largely listed as inhibitors;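 note: potency is the fitted concentration of half-maximal effect; 0% = uninhibited 1x PFK enzyme wells and -100% = no-enzyme wells; nearly all actives have a fitted effect of over 60% in size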
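In TEA buffer at pH 8.0 with 5 mM MgCl2, enzyme (1.25 nM) converted F6P (0.5 mM) and ATP (0.1 mM) for 45 min at room temperature. ADP product was read by luciferase luminescence.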
ELG1 DNA repair: qHTS screen for small molecules that inhibit ELG1-dependent DNA repair in human embryonic kidney (HEK293T) cells expressing luciferase-tagged ELG1; HEK293T ELG1-luciferase reporter, luminescence, 16 h; DNA damage induced by 5-fluorouridine; Potency, µM (series often up to 46.1 µM), inactives show top-dose activity change, negative = inhibition, actives largely listed as inhibitors; hit rate 2.3% among 330,000; AID 504467, 2011; note: potency is the fitted concentration of half-maximal effect; % is set by controls: 0 for no effect and ±100 for the full control effect; nearly all actives have a fitted effect of over 55% in size
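Overnight (16 hr) co-exposure of 2,000 cells/well to 5-fluorouridine and compound at 37 °C preceded detection. Luciferase was quantified via ONE-Glo luminescence; loss of signal denotes inhibition.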
TSHR antag: Antagonists of the Thyroid Stimulating Hormone Receptor: HTS campaign. AID 504810, 2011. hit rate 0.2% among 330,000. TSHR-expressing cells, TSH-stimulated cAMP HTRF, 2 h; active compounds read low. activity change, negative = inhibition, % at 11.5 µM;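 active = activity change below a set negative limit, meaning inhibition stronger than a set level, cut at about -70% in these data; inconclusive = activity change between two set negative limits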; note: % is set by controls: 0 for no effect and ±100 for the full control effect
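Read-out is FRET at 665 nm (cryptate excitation 337 nm) from a cryptate-tagged anti-cAMP antibody, competed by cell cAMP against cAMP-d2. Compounds are tested on freshly harvested TSHR cells challenged with 4nM TSH (EC80) for 2 hours at 37 deg C.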
ASM inhibitor: Inhibitors of Secretory Acid Sphingomyelinase (S-ASM): qHTS; Sphingomyelin phosphodiesterase (Homo sapiens), P17405; placental ASM, HMU-PC fluorogenic substrate, 60 min; Potency, µM (titrated, usually from 57.5 µM), for inactives: at the highest dose activity change, negative = inhibition, actives largely listed as inhibitors; hit rate 0.006% among 340,000; note: potency is the fitted concentration of half-maximal effect
Target sequence (P17405 47-631 limits assumed): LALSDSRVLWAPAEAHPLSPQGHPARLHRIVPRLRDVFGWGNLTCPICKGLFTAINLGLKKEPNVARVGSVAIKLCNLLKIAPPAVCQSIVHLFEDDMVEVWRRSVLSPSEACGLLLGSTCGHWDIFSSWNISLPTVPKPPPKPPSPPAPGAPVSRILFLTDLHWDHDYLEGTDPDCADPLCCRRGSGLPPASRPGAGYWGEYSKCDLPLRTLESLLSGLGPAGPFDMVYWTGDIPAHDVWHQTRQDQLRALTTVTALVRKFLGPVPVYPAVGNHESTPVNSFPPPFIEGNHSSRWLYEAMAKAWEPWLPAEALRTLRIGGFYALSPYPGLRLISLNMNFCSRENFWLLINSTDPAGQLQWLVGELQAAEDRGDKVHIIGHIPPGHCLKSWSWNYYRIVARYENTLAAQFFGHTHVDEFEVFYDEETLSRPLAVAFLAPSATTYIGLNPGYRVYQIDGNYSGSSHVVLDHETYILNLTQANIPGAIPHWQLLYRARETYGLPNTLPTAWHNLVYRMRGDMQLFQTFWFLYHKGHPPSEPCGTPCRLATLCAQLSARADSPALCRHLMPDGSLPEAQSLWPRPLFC
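Fluorescence read-out (Ex 386 nm, Em 447 nm) after stopping the reaction at pH 10. Enzyme: ASM from human placenta; substrate HMU-PC0, 9 uM final; 60 min, 37 °C. Compound preincubation 10 min, ambient temperature.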
Chronic BCR inh: qHTS Assay to Find Inhibitors of Chronic Active B-Cell Receptor Signaling; ABC-DLBCL IkBa-CBG/CBR reporter, luminescence ratio, 4 h; Potency, µM (doses to about 46.1 µM), inactives show at the top dose ratio change, negative = lower green/red ratio, hits mostly inhibitors; hit rate 0.05% among 340,000; AID 493014, 2011; active = well fitted inhibition curve with a large enough effect in the signal ratio, with a control signal flat, not every such curve was filed as active; inconclusive = small, poorly fitted or top-dose-only effect, or effect the other way, or a change in a side signal; the % refers to the signal ratio;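 note: potency is the fitted concentration of half-maximal effect; plate controls were basal doxycycline-induced cells for no effect and cells given 10 µM MG132 for full effect; MG132 reads +100%, hits lower the ratio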
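TMD8 human ABC-DLBCL cells with doxycycline-inducible IκBα–green luciferase fusion and unfused red luciferase, in 0.5% FBS medium; compounds up to 46 uM, 4 h at 37C. Green/red luminescence ratio, filter-overlap corrected, fitted to concentration-response curves.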
a7 integrin act: qHTS for Activators of Integrin-Mediated Alleviation for Muscular Dystrophy | alpha7betagal myoblasts, beta-gal FDG fluorescence, 48 h | AID 624291, 2012 | Potency, µM (series often up to 38.3 µM), without a hit: top-dose activation, actives largely listed as activators | hit rate 0.064% among 350,000;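 note: potency is the fitted concentration of half-maximal effect; 100% = response of the positive control SU9516; nearly all actives have a fitted effect of over 60% in size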
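Alpha7betagal+/- myoblasts (passage 13) were plated 16-24 hr, then exposed to compounds (1:260 dilution of DMSO stock) for 48 hours at 37C. After MPER lysis, β-galactosidase reporter activity was read as FDG fluorescence (ex 480/em 540) after 30 minutes.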
TSG101-PTAP inh: qHTS Assay for Iinhibitors of HIV-1 Budding by Blocking the Interaction of PTAP/TSG101; Tumor susceptibility gene 101 protein (Homo sapiens), Q99816; Fluorescence polarization, FITC-PTAP peptide / Tsg101 binding; Potency, µM (doses to about 115 µM), for inactives: at the top dose activity change, negative = inhibition, most hits filed as inhibitors; 340,000 tested, under 10 active; AID 493005, 2010; active = well fitted inhibition curve with a large enough effect in the main read-out, with a control signal flat, not every such curve was filed as active; inconclusive = small, poorly fitted or top-dose-only effect, or effect the other way, or a change in a side signal; inactive = no such curve, though single readings can be large or run the other way; note: potency is the fitted concentration of half-maximal effect; % of control where 0% means no effect
Target sequence (Q99816 whole entry, looked up): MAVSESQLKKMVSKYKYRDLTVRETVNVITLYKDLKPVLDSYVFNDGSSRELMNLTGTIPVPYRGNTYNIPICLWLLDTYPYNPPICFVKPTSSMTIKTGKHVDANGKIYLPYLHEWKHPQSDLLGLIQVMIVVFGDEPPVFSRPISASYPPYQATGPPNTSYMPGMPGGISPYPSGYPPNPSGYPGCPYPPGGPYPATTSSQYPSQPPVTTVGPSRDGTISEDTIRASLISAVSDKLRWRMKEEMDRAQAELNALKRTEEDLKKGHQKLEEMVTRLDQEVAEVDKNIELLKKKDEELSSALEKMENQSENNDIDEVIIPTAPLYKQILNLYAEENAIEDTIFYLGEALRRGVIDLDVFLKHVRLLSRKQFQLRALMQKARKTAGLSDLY
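Steps: Tsg101 binding domain dispensed (10 uM final), compounds pinned in DMSO, FITC-labeled PTAP-motif peptide added (50 nM final); after 20 min binding at room temperature, polarization measured.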
* = called active by the depositor; ? = inconclusive; nt = no result given; [ ] = another dose, or the depositor's remark. Unless noted, calls come from the whole dose curve; as a rule, active = well fitted curve in the direction sought with a large enough effect; inconclusive = small, poorly fitted or top-dose-only effect, or another doubt; inactive = no such curve, though single readings can be large; an effect the other way counts as inactive or inconclusive.

SMILES	Mito fusion yeast	TCR activator	A-T KAP1 phos	Eya2 phos inh	Tb PFK block	ELG1 DNA repair	TSHR antag	ASM inhibitor	Chronic BCR inh	a7 integrin act	TSG101-PTAP inh
O=S(=O)(Nc1ccccc1F)c1ccc2nsnc2c1	8%	1%	4%	15%	1%	3%	-7	1%	0%	-7%	-5%
Cc1ccc(-c2nnc(SCC(=O)N3CCCC3)o2)cc1	5%	1%	8%	6%	-2%	?	-4	3%	1%	18%	1%
COc1ccc(CCN(Cc2cccs2)S(=O)(=O)c2ccc(S(=O)(=O)N(C)C3CCCCC3)cc2)cc1OC	-1%	-4%[46.1 µM]	0%	-1%	-6%	-28%	3	0%	-3%	-3%	-7%
Cc1ccc(NC(=O)Cc2cc(C(=O)O)c3ccccc3n2)c(C)c1	5%	-1%	7%	-3%	1%	?	-15	-1%	-12%	-68%[inhibitor]	-8%
COc1ccc(CN(C(=O)c2cc(=O)c3ccccc3o2)C2CCS(=O)(=O)C2)cc1 (centres undefined)	1%	4%	-1%	-2%	0%	?	-4	2%	-5%	11%	-5%
CCOC(=O)c1c(N/N=C/c2cccnc2)n[nH]c1C	-6%	-1%	-3%	2%	10%	?	-4	1%	9%	-47%[inhibitor]	0%
O=C(COC(=O)c1ccccc1NC(=O)c1ccco1)NCc1ccc2c(c1)OCO2	5%	3%	6%	-19%	-1%	13%	10	8%	-1%	28%	-2%
C=CCn1c(SCC(=O)N(CC)C2CCS(=O)(=O)C2)nnc1-c1ccccc1 (centres undefined)	-1%	-4%	-2%	18%	1%	3%	5	0%	3%	31%	-4%
CC(C)CCNC(=O)c1ccc2c(c1)ncn2C1CCCCC1	-3%	-1%	-1%	-28%	6%	14%	9	-1%	-2%	-10%	-3%
CNS(=O)(=O)c1cc(C(=O)O)ccc1OC	2%	10%	0%	4%	5%	3%	-10	0%	2%	6%	0%

Arranged by count of non-hydrogen atoms (lowest first): part of the list above
SMILES	Mito fusion yeast	TCR activator	A-T KAP1 phos	Eya2 phos inh	Tb PFK block	ELG1 DNA repair	TSHR antag	ASM inhibitor	Chronic BCR inh	a7 integrin act	TSG101-PTAP inh
CCOC(=O)c1c(N/N=C/c2cccnc2)n[nH]c1C	-6%	-1%	-3%	2%	10%	?	-4	1%	9%	-47%[inhibitor]	0%
CC(C)CCNC(=O)c1ccc2c(c1)ncn2C1CCCCC1	-3%	-1%	-1%	-28%	6%	14%	9	-1%	-2%	-10%	-3%
C=CCn1c(SCC(=O)N(CC)C2CCS(=O)(=O)C2)nnc1-c1ccccc1 (centres undefined)	-1%	-4%	-2%	18%	1%	3%	5	0%	3%	31%	-4%

Other results.
SMILES	Mito fusion yeast	TCR activator	A-T KAP1 phos	Eya2 phos inh	Tb PFK block	ELG1 DNA repair	TSHR antag	ASM inhibitor	Chronic BCR inh	a7 integrin act	TSG101-PTAP inh
O=C(NCCCN1CCOCC1)c1sc2cc([N+](=O)[O-])ccc2c1Cl	6%	2%	-3%	-1%	11µM*	5%	-6	-4%	-1%	-10%	0%
Cn1ncc2c(Nc3cc(Cl)cc(Cl)c3)ncnc21	20%	1%	-5%	-6%	-2%	?	-2	-10%	-8%	8%	0%
COC(=O)c1cccc(COC(=O)c2cccnc2SC)c1	1%	2%	13%	-11%	3%	?	-12	-2%	-22%	4%	-5%
Cc1ccc(C(=O)CN(C(=O)c2ccc(Cl)c(Cl)c2)N2C(=O)C3CCCCC3C2=O)cc1 (centres undefined)	0%	-58%	nt	-7%	2%	14%	2	-3%	16%	18%	-9%
Cc1cccc(C(=O)O/N=C(\c2ccccc2)c2cccnc2)c1	19%	1%[46.1 µM]	-3%	1%	-1%	-5%	-15	-2%	5%	0%	-2%
Cc1cc(=O)n2nc(N3CCCC(C(=O)NCc4ccccc4Cl)C3)sc2n1 (centres undefined)	-2%	-2%	31%	-9%	-7%	8%	-1	2%	1%	2%	-6%
CN(C)/C=C/C(=O)C(F)(F)F	-5%	-1%	2%	-2%	-2%	15%	10	-1%	0%	-24%	-3%
CC(Sc1nnc(Cc2cccs2)n1C1CC1)C(=O)NC1CCS(=O)(=O)C1 (centres undefined)	-7%	-2%	-3%	-1%	25%	3%	6	2%	-8%	-2%	-3%
Cc1cc(Cl)ccc1OCCCC(=O)N1CCN(S(=O)(=O)c2ccccc2)CC1	?	-2%	11%	-7%	1%	?	-18	-10%	5%	6%	3%
O=C(NC1CCCC1)C(c1ccccn1)N(C(=O)c1csnn1)c1ccccc1F (centres undefined)	0%	-2%	-2%	-16%	-2%	13%	7	3%	0%	-23%	-2%

Printed as active in Tb PFK block, of those listed so far:
smiles,TCR activator,Eya2 phos inh,Tb PFK block,TSHR antag,ASM inhibitor,Chronic BCR inh,a7 integrin act,TSG101-PTAP inh
O=C(NCCCN1CCOCC1)c1sc2cc([N+](=O)[O-])ccc2c1Cl,2%,-1%,11µM*,-6,-4%,-1%,-10%,0%

Later entries
SMILES	Mito fusion yeast	TCR activator	A-T KAP1 phos	Eya2 phos inh	Tb PFK block	ELG1 DNA repair	TSHR antag	ASM inhibitor	Chronic BCR inh	a7 integrin act	TSG101-PTAP inh
O=[N+]([O-])c1ccccc1OC/C(=N\O)c1ccccc1	0%	1%	-11%	-5%	1%	-1%	1	0%	3%	0%	0%
N#Cc1c2n(c3c(=O)n(Cc4ccccc4)cnc13)CCCC2	-3%	3%	-1%	-5%	-19%	-2%	1	4%	8%	27%	-6%
O=C(Nc1ccccc1F)C1CCCN(S(=O)(=O)c2ccccc2)C1 (centres undefined)	-8%	-1%	-3%	-5%	-2%	5%	3	-8%	3%	0%	-1%
Cc1cccc(C)c1NC(=O)CNC(=O)c1c(-c2ccccc2)noc1C	-4%	nt	2%	-6%	0%	0%	23	-3%	-5%	?	-1%
CCOc1ccc(S(=O)(=O)N2CCC(C(=O)NCc3ccccn3)CC2)cc1C	4%	-1%	-13%	6%	-2%	9%	5	2%	-5%	2%	0%
COc1ccc(OCCNC(=O)C(c2ccccc2)c2ccccc2)cc1	5%	-5%	13%	-1%	-1%	-20%	28	-1%	13%	18%	-3%
COC(=O)CNC(=O)c1sc2ncn(CC(=O)Nc3ccc(C)c(Cl)c3)c(=O)c2c1C	-2%	-1%	-2%	5%	-3%	-8%	6	-17%	-10%	-29%	63%[activator]
CS(=O)(=O)c1ccc(N2CCN(C3CC(=O)NC3=O)CC2)cc1 (centres undefined)	0%	0%	4%	-24%	0%	6%	-2	-2%	-1%	-24%	-4%
CCOC(=O)c1ccccc1NC(=O)COC(=O)c1c(CC)noc1C	19%	nt	5%	15%	2%	-9%	-10	1%	?	6%	1%
CCCC(=O)Nc1sc2c(c1C#N)CCCC2	0%	-12%	1%	-23%	4%	?	-3	-6%	?	-18%	-2%
CC1CCN(C(=O)COC(=O)c2n[nH]c(=O)c3ccccc23)CC1	-4%	-2%	-8%	9%	-6%	?	13	0%	?	19%	-2%
CC(C)C(=O)Nc1ccc(NC(=O)c2ccccc2Cl)nc1	-1%	-4%	6%	19%	-2%	?	0	4%	?	18%	-6%
